Bioassay records (PubChem)
PI5P4Ka inh: PI5P4K alpha (human) kinase inhibition. hit rate 1.2% among 330,000. PI5P4Kalpha enzyme, ADP-Glo luminescence, 60 min; active compounds read low. max response, %; active means max response of -50% or lower; inconclusive means between -30% and -50%; inactive means -30% or higher; further: value at the top dose of about 77 µM; on the % scale 0 is the no-effect control and ±100 the full control effect
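PI5P4Kalpha ADP-Glo assay; 5 microM ATP final; 60 min RT reaction; HEPES pH 7.4/EGTA/CHAPS, 5% DMSO; controls lacking substrate or enzyme; luminescent end-point.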
EPAC1 antag: EPAC1 (human) antagonism. O95398. EPAC1 GEF assay, Rap1b-BODIPY-GDP exchange fluorescence. Potency, µM (highest dose often 115 µM), without a hit: at the highest dose activity change, negative = inhibition, actives largely listed as inhibitors. hit rate 0.14% among 360,000. AID 720709;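 further: potency means the concentration at half of the fitted maximal effect; plate controls were vehicle for no effect and positive control for full effect; nearly all actives have a fitted effect of over 50% in size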
PLK1 PBD inh: inhibitors of human PLK1 polo-box domain binding | Potency, µM, for the others: max response, negative = inhibition, usual class: inhibitors | AID 720504 | P53350 | Plk1 PBD binding of FITC phosphopeptide, fluorescence polarization | hit rate 2.8% among 360,000; further: potency means the concentration at half of the fitted maximal effect; series mostly up to about 57 µM; on the % scale 0 is the no-effect control and ±100 the full control effect; nearly all actives have a fitted effect of over 65% in size
EPAC1 ag: EPAC1 (human) agonism; EPAC1 agonist qHTS, biochemical assay; response scale: 100% = response to 6.5 mM cAMP; hit rate 0.073% among 360,000; AID 720707; O95398; Potency, µM (top dose mostly 154 µM), without a hit: at the highest dose activation, hits mostly activators; further: potency means the concentration at half of the fitted maximal effect; nearly all actives have a fitted effect of over 60% in size
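Multi-concentration qHTS readout: loss of Rap1B-bound BODIPY-GDP fluorescence driven by 100 nM EPAC1 with excess GDP (50 uM), monitored kinetically at room temperature; agonist response expressed relative to 6.5 mM cAMP.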
EPAC2 antag: EPAC2 (human) antagonism; Q8WZA2; EPAC2 GEF exchange of Rap1B-BODIPY-GDP, fluorescence; Potency, µM (top dose mostly 114 µM), for inactives: at the top dose activity, negative = inhibition, actives largely listed as inhibitors; hit rate 0.18% among 360,000; further: potency means the concentration at half of the fitted maximal effect; on the % scale 0 is the no-effect control and ±100 the full control effect; nearly all actives have a fitted effect of over 45% in size; many of its hits are not listed in these tables
Target sequence (Q8WZA2 whole entry, looked up): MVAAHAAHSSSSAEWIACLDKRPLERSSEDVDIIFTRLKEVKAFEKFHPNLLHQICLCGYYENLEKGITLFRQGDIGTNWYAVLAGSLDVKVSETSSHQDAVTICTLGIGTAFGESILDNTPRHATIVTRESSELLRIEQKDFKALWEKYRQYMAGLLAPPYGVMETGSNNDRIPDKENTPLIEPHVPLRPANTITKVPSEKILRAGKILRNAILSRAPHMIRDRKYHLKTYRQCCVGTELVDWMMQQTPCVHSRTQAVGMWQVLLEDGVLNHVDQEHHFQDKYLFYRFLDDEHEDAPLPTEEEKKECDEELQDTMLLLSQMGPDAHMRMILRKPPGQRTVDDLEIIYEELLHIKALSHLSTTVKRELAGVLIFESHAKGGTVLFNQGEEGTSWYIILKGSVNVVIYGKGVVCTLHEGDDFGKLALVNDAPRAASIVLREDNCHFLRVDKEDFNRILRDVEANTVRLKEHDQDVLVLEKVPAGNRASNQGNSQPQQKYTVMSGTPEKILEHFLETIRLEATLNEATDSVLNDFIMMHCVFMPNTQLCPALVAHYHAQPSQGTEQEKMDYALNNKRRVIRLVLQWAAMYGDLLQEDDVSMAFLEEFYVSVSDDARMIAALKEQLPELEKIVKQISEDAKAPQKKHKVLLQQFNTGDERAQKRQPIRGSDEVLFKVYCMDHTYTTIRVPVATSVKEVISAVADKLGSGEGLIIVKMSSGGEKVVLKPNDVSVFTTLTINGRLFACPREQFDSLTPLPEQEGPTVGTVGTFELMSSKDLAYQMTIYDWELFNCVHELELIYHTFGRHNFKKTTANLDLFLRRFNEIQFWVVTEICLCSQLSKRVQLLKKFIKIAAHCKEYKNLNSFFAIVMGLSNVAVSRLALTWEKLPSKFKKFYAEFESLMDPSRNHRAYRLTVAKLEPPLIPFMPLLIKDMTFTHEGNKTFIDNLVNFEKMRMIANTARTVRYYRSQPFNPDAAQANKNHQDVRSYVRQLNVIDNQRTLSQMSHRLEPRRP
WRN helicase inh: blocks human WRN helicase; WRN helicase unwinding, fluorescent forked duplex, kinetic; Q14191; Potency, µM (top dose mostly 114 µM), for the others: at the highest dose activity change, negative = inhibition, usual class: inhibitors; hit rate 0.46% among 360,000; further: potency means the concentration at half of the fitted maximal effect; on the % scale 0 is the no-effect control and ±100 the full control effect; nearly all actives have a fitted effect of over 55% in size
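Kinetic red-fluorescence monitoring (525/598 nm) tracks WRN helicase activity after 100 nM fluorophore-quencher forked duplex and 2 mM ATP are added to 20 nM enzyme pretreated 15 min at room temperature with compound.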
CCT chaperon mod: changes cytosolic chaperonin activity; hit rate 0.3% among 360,000; purified chaperonin ATPase assay, HTRF ADP detection, 30 min; activity change, % (no concentration beside the values), hits read low; AID 651819; in the data active means activity change below about -30%; further: on the % scale 0 is the no-effect control and ±100 the full control effect
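ATPase activity: ADP formed was measured by HTRF Transcreener (665/615 nm ratio) after 30 min at 37 deg C with 10 uM ATP. Compounds screened at one 76 uM concentration against 40 or 20 nM TRiC in Tris pH 7.4/KCl/MgCl2/DTT buffer.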
MmCpn inh: M. maripaludis TRiC chaperonin inhibition | purified Mm-Cpn ATPase, ADP Transcreener TR-FRET | Potency, µM (series often up to 76.9 µM), without a hit: top-dose activity, negative = inhibition, most hits filed as inhibitors | hit rate 0.031% among 330,000 | AID 504842; further: potency means the concentration at half of the fitted maximal effect; on the % scale 0 is the no-effect control and ±100 the full control effect; nearly all actives have a fitted effect of over 80% in size
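Quantitative HTS used 25 nM Mm-CPN and 10 uM ATP in magnesium/KCl Tris buffer, pH 7.4, with 1 mM DTT. Hydrolysis ran 30 min at 37°C; ADP was read by HTRF.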
* hit, by the source's call; ? = inconclusive; nt = no result given; [ ] = dose if it differs, or a comment. Unless noted, the call rests on the fitted dose curve; in most records, active means well fitted curve in the direction sought with a large enough effect; inconclusive means small, poorly fitted or top-dose-only effect, or another doubt; inactive means no such curve, though single readings can be large; an effect the other way counts as inactive or inconclusive.

SMILES	PI5P4Ka inh	EPAC1 antag	PLK1 PBD inh	EPAC1 ag	EPAC2 antag	WRN helicase inh	CCT chaperon mod	MmCpn inh
Cn1c(=O)c2ncn(CC(=O)O)c2n(C)c1=O	4.6	-10.8%	0.2%	-0.7%	10.5%	-5.2%	-4.7	-3.6%
Cc1cc(C)n2nc(C(=O)OCC(=O)NNC(=O)c3ccc(Cl)cc3)nc2n1	1.0	1.4%	-13.1%	1.5%	11.0%	-1.0%	-1.4	1.0%
CC(C)c1ccc(CNc2c([N+](=O)[O-])c(=O)oc3ccccc23)cc1	2.8	-13.6%	-14.8%	-3.7%	0.8%	-2.5%	-1.1	3.2%
Cc1ccc(Cn2ncc3c(N4CCN(c5ccc(C)cc5)CC4)ncnc32)cc1	14.2	-3.5%	3.4%	2.9%	0.9%	-5.8%[57.1 µM]	-0.2	1.7%
Cc1nn(Cc2ccc([N+](=O)[O-])cc2)c(=O)n1-c1ccc(Cl)cc1	10.2	1.3%	1.9%	-10.7%	9.4%	5.4%	2.6	0.0%
O=C(c1ccc([N+](=O)[O-])cc1)N(Cc1ccc(Cl)cc1)N1C(=O)CCCC1=O	-3.9	-14.2%	-13.4%	2.4%	-2.3%	1.0%	-2.5	1.1%
CC1(C(=O)NS(=O)(=O)c2ccccc2C(F)(F)F)CCN1C(=O)C1CCCCC1 (stereo not drawn)	-1.6	-5.5%	-3.8%	-5.6%	17.1%	-2.5%	-1.3	nt
CCOC(CNC(=O)c1ccc(N2CCc3ccccc32)c([N+](=O)[O-])c1)OCC	-0.8	?	-9.0%	-0.6%	-3.0%	-7.4%	-0.2	-5.4%
O=C(c1ccccc1)c1cc2ccccc2o1	8.7	-13.9%	-6.4%	4.4%	9.3%	-29.5%	3.4	-1.2%
CCNC(=O)CN1C(=O)NC2(CCCc3cc(OC)ccc32)C1=O (stereo not drawn)	-10.7	7.2%	1.1%	-0.8%	-4.5%	-10.6%	-2.0	-0.3%
COc1ccc2oc(-c3ccc(C)c(NC(=O)CSc4ccc(Cl)cc4)c3)nc2c1	nt	4.7%	-10.3%	5.2%	-4.0%	-0.6%	-2.3	-1.6%
CCCCn1c(=O)[nH]c(=O)c2c1nc(-c1ccccc1F)n2Cc1ccccc1	2.8	-14.6%	9.5%	-1.0%	9.0%	-0.8%[57.1 µM]	1.0	0.2%
NNC(=O)c1nnn(-c2nonc2N)c1CN1CCCC1	-0.7	9.8%	-6.6%	-4.1%	7.0%	1.4%	0.1	0.7%
C=CCn1c2ccccc2c(=O)c2cc(C#Cc3cc(OC)cc(OC)c3)ccc21	1.7	4.7%	-1.9%	-4.6%	2.4%	-10.6%	0.9	?
CCN(CCn1cccn1)C(=O)C1CCC(=O)N(CC2CCCCC2)C1 (stereo not drawn)	5.3	4.3%	-27.1%	6.5%	0.9%	-0.4%	0.3	1.6%
COCC(=O)Nc1ccc(C(C)C)cc1	nt	-1.7%	-11.1%	10.5%	-3.6%	-11.0%	-0.9	0.8%
COC(=O)C1=C(C)N(C)C(=O)NC1c1c(OC)ccc2ccccc12 (stereo not drawn)	14.2	10.7%	-1.9%	-1.9%	21.1%	-6.0%	-0.1	-1.5%
Nc1cnn(C2OC(CO)C(O)C2O)c(=O)n1 (stereo not drawn)	-2.7	0.7%	-4.1%	10.9%	-5.8%	0.0%	-0.7	-4.7%[15.4 µM]
COC(=O)c1ccccc1NC(=O)Cn1cnc2c(cnn2-c2ccc(C)c(C)c2)c1=O	-0.9	4.3%	-7.2%	3.0%	-0.9%	-0.3%	-0.1	nt
CN(C)c1oc(-c2ccccc2Cl)nc1S(=O)(=O)c1ccccc1	0.3	-9.7%	2.6%	1.2%	?	-6.2%	0.7	-0.8%
C=C(C)CN(CC)CCC(=O)Nc1ccc(OC)cc1OC	nt	0.0%	0.8%	0.0%	0.5%	-0.6%	-0.6	1.8%
COC(=O)c1ccc(-c2nc(CN3CCN(Cc4cccc(C)c4)CC3)c(C)o2)cc1	-4.4	-4.3%	-1.9%	4.2%	1.3%	4.0%	0.5	-3.0%
O=C(N/C(=C\c1ccco1)C(=O)N1CCCCC1)c1ccc([N+](=O)[O-])cc1	2.8	4.6%	-5.2%	-5.7%	12.1%	-2.4%	-0.7	-2.2%
COc1cccc(NC(=O)Nc2ccc(C)c(Cl)c2)c1	2.6	-9.6%	-0.8%	-0.8%	4.9%	1.5%	-0.2	-0.3%
CNC(=O)CSc1nnc(-c2cccs2)o1	nt	0.3%	0.2%	-10.6%	1.3%	-0.7%	0.5	-2.0%
O=C1CCCCC1Nc1ccc(Br)cc1 (stereo not drawn)	1.3	-12.0%	-5.1%	0.2%	4.4%	-7.2%	-1.1	nt
CCN(CC(=O)NCc1cccs1)c1ccc(S(=O)(=O)N2CCOCC2)cn1	0.3	-1.9%	-18.7%	-4.8%	18.2%	-7.3%	-1.6	0.5%
COc1cccc(NC(=O)CN(C)C(=O)CN2C(=O)NC(C)(c3ccc4ccccc4c3)C2=O)c1 (stereo not drawn)	0.7	0.0%	-0.3%	5.4%	-3.1%	-2.8%	0.0	0.2%
Cc1ccc(-n2c(=O)c3c(n4cnnc24)-c2ccccc2CC32CCCCC2)cc1	2.8	-2.0%	0.4%	-8.6%	18.3%	8.0%	0.5	-1.4%
O=C(CCSc1nc2ccccc2o1)N1CCOCC1	-11.1	1.9%	-7.5%	5.0%	-0.5%	-13.9%	0.5	1.1%
COc1cc(O)c(C(CCN2CCCC(C)C2)c2ccc3c(c2)OCO3)c(OC)c1 (stereo not drawn)	-6.3	2.3%	-0.4%	-3.5%	16.7%	5.6%	0.4	-0.5%
Cc1ccc(/C=C/C(=O)c2c(C)nc3ccccn23)cc1	-13.4	7.1%	-8.9%	6.5%	18.0%	-12.5%	1.9	-0.4%
Cn1c(=O)[nH]c(=O)c2c1nc(CN(Cc1ccccc1)Cc1ccccc1)n2CCN1CCOCC1	nt	-2.0%	-3.9%	9.1%	-3.2%	6.5%	-3.0	1.0%
O=C(NCCCN1CCOCC1)NC12CC3CC(CC(C3)C1)C2	-3.5	-10.0%	-2.3%	-6.6%	8.4%	8.3%	0.7	-28.2%
NS(=O)(=O)c1cc2c(cc1Cl)NC(Cc1ccccc1)NS2(=O)=O (stereo not drawn)	1.0	1.1%	-1.2%	4.2%	7.4%	1.4%	-4.5	1.4%
Cc1ccccc1C(=O)Nc1ccc(Cl)cn1	1.2	-18.2%	-2.9%	0.0%	6.7%	2.8%	-0.2	-0.4%
O=C1NCCCc2c1oc1cc(Br)c(O)c(Br)c21	nt	1.2%	-7.2%	-2.7%	10.3%	-1.6%	0.3	-3.9%
CCCCCCCCC1CC(C(=O)Nc2ccccc2)C(=O)O1 (stereo not drawn)	16.4	-16.5%	-11.0%	-19.3%	?	-21.5%	-1.8	nt
COc1ccccc1CNC(=O)COC(=O)Cn1cnc2c1c(=O)n(C)c(=O)n2C	-2.0	1.0%	-0.2%	-4.1%	23.0%	8.9%	0.3	nt
O=C(NCC1CCCO1)/C(=C\c1ccccc1)NC(=O)c1ccccc1 (stereo not drawn)	-6.7	3.9%	-5.8%	-2.5%	3.4%	-6.5%	2.1	-7.4%
CC#CC(=O)NCC1(N(C)Cc2ccccc2)Cc2ccccc2C1	2.8	5.0%	-2.0%	10.7%	-9.4%	-1.5%	0.8	-1.3%
CSCCC(c1nc2ccccc2[nH]1)n1c(=O)c(-c2cc3ccccc3[nH]2)nc2ccccc21 (stereo not drawn)	-3.5	-9.5%	-7.2%	13.3%	2.0%	-4.2%	nt	nt
C=Cn1cc[n+](CC(=O)c2ccc(-c3ccccc3)cc2)c1	4.0	11.5%	-5.6%	7.9%	-7.1%	11.9%	-0.3	-1.5%
COc1ccc(Nc2ccc3c(c2)=NC2(CCCCC2)[N+]=3[O-])cc1	-17.6	-19.1%	-15.6%	-7.1%	-7.2%	-20.9%	-5.7	-14.3%
Cn1ccnc1C(=O)c1cccc([N+](=O)[O-])c1	-0.3	15.1%	-3.6%	-2.1%	13.0%	13.2%	-3.8	-0.8%

Some of these compounds in order of their number in MmCpn inh, high to low:
SMILES	PI5P4Ka inh	EPAC1 antag	PLK1 PBD inh	EPAC1 ag	EPAC2 antag	WRN helicase inh	CCT chaperon mod	MmCpn inh
Cn1c(=O)[nH]c(=O)c2c1nc(CN(Cc1ccccc1)Cc1ccccc1)n2CCN1CCOCC1	nt	-2.0%	-3.9%	9.1%	-3.2%	6.5%	-3.0	1.0%
Cc1ccccc1C(=O)Nc1ccc(Cl)cn1	1.2	-18.2%	-2.9%	0.0%	6.7%	2.8%	-0.2	-0.4%
Cn1ccnc1C(=O)c1cccc([N+](=O)[O-])c1	-0.3	15.1%	-3.6%	-2.1%	13.0%	13.2%	-3.8	-0.8%

Next section
SMILES	PI5P4Ka inh	EPAC1 antag	PLK1 PBD inh	EPAC1 ag	EPAC2 antag	WRN helicase inh	CCT chaperon mod	MmCpn inh
COc1ccc(NC(=O)c2cc(S(=O)(=O)N3CCCCC3)c[nH]2)c(OC)c1	0.6	-22.7%	-6.7%	5.7%	-14.7%	-6.1%	0.2	-3.6%
O=C(/C=C/c1ccc(Cl)cc1)N1CCN(c2ccc([N+](=O)[O-])c(N3CCOCC3)c2)CC1	1.0	-6.5%	-2.5%	-2.3%	-0.3%	-2.2%	-1.0	-1.1%
COc1ccc2[nH]c(=O)c(CN(Cc3cccs3)C(=S)Nc3cccc(C)c3)cc2c1	18.1	-20.8%	-3.6%	3.5%	3.9%	-18.3%	-1.5	0.3%
CSCCC(NS(=O)(=O)c1ccccc1)C(=O)OCc1nc2ccsc2c(=O)[nH]1 (stereo not drawn)	9.2	16.2%	-3.6%	-1.0%	13.4%	-9.4%	0.7	1.4%
CCOc1ccc(CSc2nc(C)cc(COC)c2C#N)cc1OCC	11.6	-2.2%	-19.6%	6.8%	-19.0%	-6.3%	-0.7	1.7%
Cc1cc(C(=O)CSc2nnc(Nc3ccccc3)s2)c(C)n1CC1CCCO1 (stereo not drawn)	-11.3	1.8%	-14.2%	-4.7%	5.9%	-8.8%[57.1 µM]	-4.5	-0.8%
CCc1nnc(NC(=O)CSc2ncc(-c3ccccc3)[nH]2)s1	nt	14.3%	-9.7%	2.8%	2.8%	6.3%	-2.5	0.0%
CN(C1CCCCC1)S(=O)(=O)c1ccc2c(c1)c(=O)c(C(=O)N1CCc3ccccc3C1)cn2C	nt	3.3%	-2.6%	-0.3%	7.6%	3.3%	-2.4	0.2%
Cc1ccc2oc(=O)n(CCOc3ccccc3Cl)c2c1	20.8	?	-2.5%	-29.5%	?	-0.3%	-2.0	-0.8%
COC(=O)c1ccc(NC(=O)c2ccc3c(c2)C(=O)N(Cc2cccnc2)C3=O)cc1	0.9	-22.0%	-2.2%	-21.4%	-1.0%	-7.1%	-0.8	1.0%

Some of the compounds tested (hit frequency here may not be typical).
